ssDAF12 agonist = S. stercoralis DAF-12 activation, primary screen. HEK293 ssDAF-12/GRIP1 lit1-tk-luc reporter, luminescence; % of 3 µM dafachronic acid response. activation, % at 6.8 µM. 370,000 compounds, 1% hits. AID 652126;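 active = activation above the mean over all tested compounds plus 3 SD, cut at about 0.9% in these data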;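 also: 0% = DMSO-only wells and 100% = 3 µM delta7-dafachronic acid wells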
hgDAF-12 ag = hgDAF-12 agonism, primary luciferase screen | 370,000 compounds, 1.8% hits | AID 687014 | HEK293 GAL4-hgDAF12 UAS-luciferase reporter, agonist luminescence; normalized to butyrate control | activation, % at 6.8 µM;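 active = activation above a cutoff set at the mean of all screened compounds plus 3 SD, cut at about 10% in these data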;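 also: 0% = DMSO wells and 100% = sodium butyrate wells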
NR1D1 modulator = modulates human Rev-erb alpha binding to DNA. P20393. Rev-erbα–FITC-DNA binding, fluorescence polarization, 90 min. activity, % at 10 µM. 370,000 compounds, 0.79% hits;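 active = activity above about 14%, limit read from the data; passing the limit was not always enough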;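 also: 0% = DMSO wells with 35 nM protein and 100% = DMSO wells with 750 nM protein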
DAX1 inh-1 = NR0B1 (DAX1) inhibition; HEK293 Gal4-DAX1 luciferase reporter, luminescence; inhibition, % at 6.75 µM; 340,000 compounds, 0.99% hits; AID 504766;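 active = inhibition above the mean over all tested compounds plus 3 SD, cut at about 4.2% in these data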;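 also: 0% = DAX1-transfected cells with DMSO and 100% = empty-vector control cells with DMSO; inhibition shows as a rise in luminescence from relieved DAX1 repression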
ADAM17 inh = ADAM17 inhibition, QFRET primary screen; P78536; recombinant ADAM17, EDANS/DABCYL FRET peptide cleavage; inhibition, % at 6.95 µM; 370,000 compounds, 0.83% hits;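 active = inhibition above the mean of compounds lying between control limits plus 3 SD, set per campaign, cut at about 8.5% in these data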;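 also: 0% = DMSO-only wells as the low control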
MBD2 DNA inh = inhibitors of human MBD2 binding to methylated oligonucleotide. Q9UBB5. TR-FRET. inhibition, % at 4.4 µM. 370,000 compounds, 0.31% hits. AID 686964; in the data active = inhibition above about 13%
PLCb3 inh = blocks human PLC-beta3 enzyme activity. Q01970. Purified PLC-beta3, fluorogenic substrate, fluorescence. AID 720704. inhibition, % at 12.2 µM. 370,000 compounds, 0.18% hits; in the data active = inhibition above about 11%;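 also: 0% = median of compound wells on plate and 100% = full blocker control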
hcDAF12 agonist = activates DAF-12 receptor from parasite H. contortus; HEK293 hcDAF-12 lit1-tk-luc reporter, luminescence; 0% DMSO, 100% Δ7-dafachronic acid; activation, % at 6.8 µM; 370,000 compounds, 1.4% hits;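 active = activation above the mean of all tested compounds plus 3 SD, cut at about 5.5% in these data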;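 also: 100% = response to 3 µM Δ7-dafachronic acid high control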
SMARCA2 activ = SMARCA2 function activation, primary screen; MG213 cells, MMTV-luciferase reporter, dexamethasone, overnight; activation, % at 9.1 µM; 370,000 compounds, 1% hits; AID 652017; in the data active = activation above about 7.8%;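 also: 0% = vehicle wells and 100% = reference activator wells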
DAX1 inh-2 = DAX1 (NR0B1) inhibition, primary screen; HEK293T StAR-luciferase reporter, SF-1/DAX-1 repression relief; inhibition, % at 6.8 µM; 370,000 compounds, 1.1% hits; AID 652010;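 active = inhibition above the mean over all tested compounds plus 3 SD, cut at about 3.6% in these data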;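 also: 0% = DAX-1 cells with DMSO and 100% = cells lacking DAX-1 with DMSO; higher inhibition means more luminescence from relief of DAX-1 repression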
PLC-gamma1 inh = inhibitors of human phospholipase C gamma1 | purified PLC-gamma1, fluorogenic substrate, fluorescence | inhibition, % at 12.2 µM | P19174 | 370,000 compounds, 0.84% hits; in the data active = inhibition above about 9.5%
Target sequence (P19174 whole entry, looked up): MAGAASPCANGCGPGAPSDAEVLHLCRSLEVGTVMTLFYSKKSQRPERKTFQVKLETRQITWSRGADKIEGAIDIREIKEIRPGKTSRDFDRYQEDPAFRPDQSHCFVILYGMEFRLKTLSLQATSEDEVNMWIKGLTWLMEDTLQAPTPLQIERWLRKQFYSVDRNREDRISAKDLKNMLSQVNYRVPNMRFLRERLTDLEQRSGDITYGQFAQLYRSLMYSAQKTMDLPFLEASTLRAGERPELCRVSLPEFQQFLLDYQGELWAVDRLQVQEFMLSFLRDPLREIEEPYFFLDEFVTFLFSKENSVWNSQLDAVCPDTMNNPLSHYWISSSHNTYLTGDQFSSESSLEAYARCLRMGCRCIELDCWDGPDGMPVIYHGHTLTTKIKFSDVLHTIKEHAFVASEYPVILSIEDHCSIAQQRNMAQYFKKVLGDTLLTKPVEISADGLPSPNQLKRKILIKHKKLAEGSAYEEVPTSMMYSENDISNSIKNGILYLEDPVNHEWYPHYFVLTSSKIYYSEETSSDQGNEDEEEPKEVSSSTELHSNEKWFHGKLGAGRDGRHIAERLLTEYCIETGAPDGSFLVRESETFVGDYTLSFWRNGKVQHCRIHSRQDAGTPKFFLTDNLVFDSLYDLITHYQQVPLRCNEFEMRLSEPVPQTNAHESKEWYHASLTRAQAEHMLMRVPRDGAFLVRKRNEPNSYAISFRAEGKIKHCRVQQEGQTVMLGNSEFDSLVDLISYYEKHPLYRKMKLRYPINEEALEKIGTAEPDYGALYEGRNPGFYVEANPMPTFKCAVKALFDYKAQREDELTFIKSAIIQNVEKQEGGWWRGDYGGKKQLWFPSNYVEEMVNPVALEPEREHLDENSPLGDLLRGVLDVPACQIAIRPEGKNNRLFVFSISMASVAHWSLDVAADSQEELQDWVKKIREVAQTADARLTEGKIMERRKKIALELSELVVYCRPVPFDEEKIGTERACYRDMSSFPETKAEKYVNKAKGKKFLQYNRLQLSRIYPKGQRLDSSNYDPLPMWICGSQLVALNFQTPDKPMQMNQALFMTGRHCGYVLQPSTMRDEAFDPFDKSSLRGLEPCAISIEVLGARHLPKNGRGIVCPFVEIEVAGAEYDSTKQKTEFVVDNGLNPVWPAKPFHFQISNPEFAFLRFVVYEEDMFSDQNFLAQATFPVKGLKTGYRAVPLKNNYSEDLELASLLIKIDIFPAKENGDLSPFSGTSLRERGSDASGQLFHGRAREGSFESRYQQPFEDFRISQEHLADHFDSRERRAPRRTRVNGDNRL
* = called active by the depositor; i = inactive; · = not tested or not shown.

SMILES	ssDAF12 agonist	hgDAF-12 ag	NR1D1 modulator	DAX1 inh-1	ADAM17 inh	MBD2 DNA inh	PLCb3 inh	hcDAF12 agonist	SMARCA2 activ	DAX1 inh-2	PLC-gamma1 inh
Cc1ccc(C)c(N2CCN(C(=O)c3ccc(Cl)c(NC4=NC5CS(=O)(=O)CC5S4)c3)CC2)c1 (stereo not drawn)	-1.1	1.1	2	-0.3	1	1	-6	0.0	0	0.2	0
CN(c1ccccc1)S(=O)(=O)c1cccc(NC(=O)CCNC(=O)c2ccco2)c1	-1.0	-0.4	-4	0.7	-2	3	-5	-2.7	-2	-1.0	2
CCC(=O)Nc1c(C(=O)N2CCN(c3ccccn3)CC2)cnn1-c1ccc(C)cc1	-1.4	0.5	2	0.9	-8	6	2	-0.5	-1	1.0	0
Cc1ccccc1Cn1nc(C)c(NC(=O)c2nc3n(n2)C(C(F)F)CC(C)N3)c1C (stereo not drawn)	-1.9	0.4	1	1.2	-2	-1	5	-0.1	1	-0.1	4
CC(C)c1c(Cl)c(O)c(-c2ccccc2)c(=O)n1-c1ccc(F)cc1	-0.2	0.4	0	-1.4	-1	2	0	5.7*	1	0.0	-2
CC(CNS(=O)(=O)c1cc(Cl)ccc1Cl)CN(C)C (stereo not drawn)	-1.0	1.5	-1	0.3	-7	9	1	-0.6	2	0.2	3
CCC(c1nnnn1Cc1ccccc1)N1CCN(C/C=C/c2ccccc2)CC1 (stereo not drawn)	-1.3	-1.9	-7	·	-1	2	0	0.2	-4	0.3	6
O=C(CCCC(=O)N(c1ccc2c(c1)OCCO2)C(C(=O)NC1CCCCC1)c1ccc(F)cc1)Nc1ccccn1 (stereo not drawn)	-1.1	-1.2	-3	-1.0	-1	4	2	2.3	-1	-0.2	2
COc1cccc(-c2cnc(C(O)c3ccc(C)cc3)[nH]2)c1 (stereo not drawn)	0.0	6.5	-6	·	-1	-3	0	0.6	-1	0.8	-2
Cc1occc1-c1nnc(SCC(=O)N2CCc3ccccc32)o1	0.0	3.6	-1	-0.2	-5	2	-3	0.7	-2	0.6	-1

Pulled by compound from the entries so far (three):
SMILES	ssDAF12 agonist	hgDAF-12 ag	NR1D1 modulator	DAX1 inh-1	ADAM17 inh	MBD2 DNA inh	PLCb3 inh	hcDAF12 agonist	SMARCA2 activ	DAX1 inh-2	PLC-gamma1 inh
CN(c1ccccc1)S(=O)(=O)c1cccc(NC(=O)CCNC(=O)c2ccco2)c1	-1.0	-0.4	-4	0.7	-2	3	-5	-2.7	-2	-1.0	2
Cc1ccccc1Cn1nc(C)c(NC(=O)c2nc3n(n2)C(C(F)F)CC(C)N3)c1C (stereo not drawn)	-1.9	0.4	1	1.2	-2	-1	5	-0.1	1	-0.1	4
CCC(=O)Nc1c(C(=O)N2CCN(c3ccccn3)CC2)cnn1-c1ccc(C)cc1	-1.4	0.5	2	0.9	-8	6	2	-0.5	-1	1.0	0

Next section
SMILES	ssDAF12 agonist	hgDAF-12 ag	NR1D1 modulator	DAX1 inh-1	ADAM17 inh	MBD2 DNA inh	PLCb3 inh	hcDAF12 agonist	SMARCA2 activ	DAX1 inh-2	PLC-gamma1 inh
COc1cccc2c(=O)cc(C)n(CC(=O)Nc3ccccc3C)c12	-1.4	-1.2	5	-0.7	-19	-5	-68	-1.6	-3	-1.5	-60
COc1ccc([C@H]2CC(=O)C=C(c3ccc4ccccc4c3)C2)cc1OC	-0.9	0.1	-1	0.8	3	0	-1	-0.9	1	0.2	-1
Cc1ccc(NC(=O)N2CCCc3ccccc32)cc1	-1.3	3.5	-1	0.8	-6	-1	-8	1.8	-1	3.0	-2
Cc1ccc(OCCCn2cc(C#N)c3ccccc32)cc1	-0.8	2.2	3	1.2	2	1	2	-1.0	-1	-0.6	0
Cc1ccc(N2CC(C(=O)NCCS(=O)(=O)N3CCN(c4ccc(F)cc4)CC3)CC2=O)cc1 (stereo not drawn)	-0.9	1.5	-4	0.5	-5	2	-9	3.7	-2	0.1	3
COCCCNC(=O)c1ccc(S(=O)(=O)c2ccc(C)cc2)c(NC(C)=O)c1	-1.4	0.0	1	1.8	-2	3	-8	-2.5	-2	-0.3	2
O=C(Nc1cc(Cl)ccc1-n1cncn1)c1ccccc1OC(F)F	-0.5	-0.6	-4	0.6	-4	4	-5	4.2	-3	-0.2	1
O=C(CN(c1cccc([N+](=O)[O-])c1)S(=O)(=O)c1ccccc1)N(Cc1ccccc1)Cc1ccccc1	-1.1	-0.5	3	0.5	0	-2	7	1.7	9.9*	-0.5	2
C=CCNc1c2c(nc3nnnn13)CCCC2	-1.1	-0.3	2	1.0	-3	-3	-1	-0.4	0	0.9	4
CC(C)(C)c1nc2ccc(Cl)cn2c1CC1CCCCC1	-0.1	-0.3	-4	·	-7	7	-3	1.9	-3	0.1	-1
Cn1c(SCC(=O)Nc2ccc(F)cc2)nnc1C1CC1	-0.8	-0.8	-6	-1.6	-1	-4	-3	-2.3	-1	0.1	1
Cc1ccc(C(=O)Nc2ccc(-c3csc(C)n3)cc2)cc1	-1.0	9.2	5	0.0	-26	-1	-15	0.3	-1	1.0	-3
O=C1C(Cc2ccccc2)Nc2ncnc(N3CCN(c4ccccc4)CC3)c2N1Cc1ccc(Br)cc1 (stereo not drawn)	-0.2	0.1	7	-1.3	-4	-3	-16	1.7	0	0.1	-15
CCOc1ccc(NC(=O)CNC(=O)COc2ccccc2)cc1	-0.6	1.9	-5	-0.5	-2	2	-2	2.2	1	-0.6	1
CC(=O)N(C(C)=O)c1ccc(Oc2ccc(Oc3ccc(N(C(C)=O)C(C)=O)cc3)cc2)cc1	-1.2	1.0	1	0.1	5	-2	3	3.2	-5	2.9	2
CN1CCN(c2ccc(NC(=O)c3ccc(Br)o3)cc2)CC1	0.5	12*	3	1.1	-1	0	2	3.5	5	6.2*	3
CC(=O)N1CCc2cc(S(=O)(=O)NCCC(=O)N3CCCC3)ccc21	-0.7	0.1	-4	·	-3	0	0	1.6	-5	-1.5	1
CCOC(=O)CC(=O)CSc1nc2cc(C)ccc2cc1C	-0.5	-1.3	-3	0.9	-1	2	-14	6.4*	2	-0.2	-7
CC(CN(C)Cc1ccccc1)OC(=O)c1ccc(F)cc1 (stereo not drawn)	-0.3	2.0	0	0.7	-6	8	-1	-2.6	-4	0.0	-1
C=CCN(c1ccccc1)S(=O)(=O)c1cccc(C(=O)N(CC)CC(=O)Nc2c(F)cccc2F)c1	-0.9	-4.1	-1	-0.9	1	-9	-3	-1.1	-4	-2.5	0
COc1ccc2ccccc2c1/C=N/NC(=O)c1sc(N)c(C#N)c1C	-1.7	2.6	3	0.7	-37	-1	-51	-0.9	-1	0.5	-42
N=c1c2c(ncn1CCCO)Oc1ccc3ccccc3c1C2c1ccccc1 (stereo not drawn)	-2.0	-0.8	-3	·	-2	1	-3	-0.5	-5	0.0	-4
CC1CC(C)CN(CCCNC(=O)c2cn(C)c3ccc(S(=O)(=O)N4CCCC4)cc3c2=O)C1 (stereo not drawn)	-0.5	-1.1	0	0.7	1	7	3	-1.5	-2	0.4	2
CC(=O)NC(c1cccs1)c1cc(Br)c2cccnc2c1O (stereo not drawn)	-0.7	-2.5	-1	·	4	-3	-29	-2.1	-6	-4.2	-33
COc1cccc(-n2c(=O)[nH]cc(C(=O)Nc3ccc(NC(C)=O)cc3)c2=O)c1	-0.3	0.3	-6	0.7	-6	4	-1	0.8	-2	0.4	-1
O=C(Nc1cccc(Cl)c1Cl)Nn1cnnc1	-0.5	1.0	-4	0.6	-3	-2	-4	0.9	-1	2.2	0
O=C(NN1C(=O)C2C3C=CC(O3)C2C1=O)c1cccc(O)c1 (stereo not drawn)	-1.2	1.6	0	2.5	0	-6	4	0.7	-5	-0.2	5
CCOC(=O)C(NCc1ccc(OC)cc1)(NC(C)=O)C(F)(F)F (stereo not drawn)	-0.8	0.7	0	-0.2	1	-5	4	-1.1	-2	0.2	1
COc1ccc(S(=O)(=O)N2CCCC(C(=O)Nc3cccnc3)C2)cc1Cl (stereo not drawn)	-1.3	-4.2	0	-1.7	-6	2	2	-2.8	-4	-2.1	4
O=C(NCCCN1CCN(Cc2ccccc2)CC1)C1CCN(S(=O)(=O)N2CCC3(CC2)OCCO3)CC1	-1.2	-0.5	-3	0.6	-1	8	-2	-1.4	-5	0.2	-1
COc1ccc(C(=O)/C=C/N(C)C)cc1OC	-1.1	-1.6	-2	-0.4	5	2	4	-1.7	0	-0.7	0
FC(F)(F)C1=Nc2cccc3cccc(c23)N1	-1.1	-0.7	-41	-0.4	-2	34*	4	-1.0	-2	-0.2	13*
Cn1c(=O)c2c(nc3n2CCS3)n(C)c1=O	-1.5	4.4	0	-0.5	-5	0	-5	0.6	2	0.2	1
CC1CCCN(C(=O)c2cc(S(=O)(=O)N3CCCCC3)c[nH]2)C1 (stereo not drawn)	-1.1	-0.3	-5	-0.5	-2	1	-2	-1.5	-1	-0.1	0
OCC1(Cc2ccc(F)cc2F)CCCN(Cc2ccc(Cl)cc2)C1 (stereo not drawn)	-0.4	1.7	2	1.2	3	1	-1	1.4	-1	0.1	4
COC(=O)C1=C(C)N(Cc2ccccc2)C(=NCC2CC2)N[C@H]1c1ccccc1	-1.0	-0.5	1	0.2	-10	-3	-26	-0.6	0	0.4	-20
COP(=O)(O)C(C)NC(=O)OCc1ccccc1 (stereo not drawn)	-1.2	-0.3	8	·	1	-2	-6	-0.5	3	0.8	4
CN(C)CCCN(C(=O)c1sc2ccccc2c1Cl)c1nc2ccc(F)cc2s1	-0.1	3.5	-2	0.2	-1	-2	-1	7.6*	8	1.1	-4
CN=C(Nc1ccc2c(c1)OCO2)SC1CC(=O)N(c2ccccc2)C1=O (stereo not drawn)	-1.2	-4.7	1	-1.2	8	1	1	-2.4	-2	-0.6	5
S=c1[nH]nc(COc2ccc(Cl)cc2Cl)n1-c1ccccc1	-1.0	-0.6	11	-2.1	2	-1	-13	-1.2	0	0.6	-3
COc1ccccc1N(CC(=O)NCC(C)C)S(=O)(=O)c1cccs1	-1.2	-2.3	4	0.6	-2	0	2	-0.8	0	0.1	3
CC(=O)NC1(c2ccccc2)CCN(c2cc(C)nc(-c3ccccc3)n2)CC1	7.3*	-3.6	-6	-3.5	2	-3	1	-2.8	0	-0.8	5
CCNC(=S)NNC(=O)c1csc(CC)c1	-0.8	6.3	5	7.0*	-1	-4	4	-1.1	2	0.2	-1
O=C(N/N=C/c1ccc(Br)o1)c1ccc2c(c1)OCCO2	-0.1	16*	-7	0.7	0	-1	-3	3.5	7	2.1	-4
CCN(C(=O)CSc1nc(C)nc2sc3c(c12)CCC3)C1CCS(=O)(=O)C1 (stereo not drawn)	-1.0	1.7	-7	·	-6	-2	-6	-0.7	0	-0.6	-4
CCN(CC)c1ccc(/C=C2\SC(N)=NC2=O)cc1	-0.6	2.9	20	-0.7	-2	-7	-36	1.2	5	-0.3	-24
CCOC(=O)c1sc2nc(OCc3cccnc3)cc(C)c2c1N	-1.3	4.7	3	·	-139	25*	i	-2.1	1	-0.4	i
O=C(OCc1ccccc1)N1CCOCCOCCN(C(=O)OCc2ccccc2)CCOCCOCC1	-1.9	-1.8	-3	-0.8	-1	-1	3	-2.7	-3	-1.0	-1
COc1ccc(/C=C2\N=C(c3ccccc3)NNC2=O)cc1	-0.5	-2.3	4	1.5	-7	-1	-4	0.1	-4	0.0	0

Screens (PubChem BioAssay)
